Screening results as filed in PubChem.
N370S GC mod: inhibits or activates N370S mutant glucocerebrosidase. P04062. N370S GC spleen homogenate, 4MU-glucoside fluorescence. Potency, µM (highest dose often 59.4 µM), without a hit: top-dose activity change, negative = inhibition, most hits filed as inhibitors. actives 0.092% (n = 330,000). AID 2101;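 further: 0% = full enzyme activity and -100% = no enzyme basal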
TDP1 cell CPT: DT40-hTDP1 cell growth loss with CPT. chicken DT40 Tdp1-/-;hTDP1 cells + 20 nM CPT, ATP luminescence, 48 h. Potency, µM (series often up to 46.2 µM), for the others: at the top dose activity change, negative = growth inhibition, usual class: inhibitors. actives 12% (n = 420,000); further: nearly all actives have a fitted effect of over 55% in size
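Cell growth measured by CellTiter-Glo luminescence after a minimum 48 h, 37 C compound exposure with 20 nM CPT in Tdp1-knockout DT40 cells stably expressing hTDP1, seeded 400/well; qHTS titration format.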
FEN1 inh: human FEN1 inhibition; Recombinant FEN1 flap cleavage, fluorescence, 15 min; P39748; Potency, µM (titrated, usually from 114 µM), inactives show top-dose activity change, negative = inhibition, hits mostly inhibitors; AID 588795; actives 0.35% (n = 390,000); further: nearly all actives have a fitted effect of over 65% in size
Target sequence (P39748 whole entry, looked up): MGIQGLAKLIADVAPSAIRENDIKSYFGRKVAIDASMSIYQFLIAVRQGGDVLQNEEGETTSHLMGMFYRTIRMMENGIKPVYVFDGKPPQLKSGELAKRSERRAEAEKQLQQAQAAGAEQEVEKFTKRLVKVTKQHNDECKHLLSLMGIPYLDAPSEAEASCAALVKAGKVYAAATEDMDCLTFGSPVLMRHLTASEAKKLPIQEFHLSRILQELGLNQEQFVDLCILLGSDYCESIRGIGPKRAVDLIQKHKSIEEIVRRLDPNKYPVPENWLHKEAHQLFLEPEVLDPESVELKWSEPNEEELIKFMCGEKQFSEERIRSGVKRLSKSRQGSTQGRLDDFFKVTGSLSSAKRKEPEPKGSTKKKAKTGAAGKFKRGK
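Reaction started by adding substrate (50 nM final) to 10 nM enzyme after 15 min room-temperature compound preincubation. Reads at 0 and 15 min, with data normalized and fitted to a four-parameter Hill equation.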
An asterisk follows results filed as active; u = inconclusive; x = no result given. The call rests on the fitted dose curve; in most records, active means well fitted curve in the direction sought with a large enough effect; inconclusive means small, poorly fitted or top-dose-only effect, or another doubt; inactive means no such curve, though single readings can be large; an effect the other way counts as inactive or inconclusive. Unless noted, on the % scale 0 is the no-effect control and ±100 the full control effect; potency means the concentration at half of the fitted maximal effect.

SMILES	TDP1 cell CPT	FEN1 inh	N370S GC mod
CC(=O)c1ccc(OCCOc2ccc(Cl)c3cccnc23)cc1	-7.2%	0.5%	1.1%
O=C(NCC1(c2ccccc2)CCCC1)C(=O)Nc1cccc(Br)c1	-8.3%	1.9%	x
CCc1nc2sc(C(C)=O)c(N)c2c2c1CCCC2	u	-17.0%	u
Cc1cc(C)cc(NC(=O)c2cc(C)n(Cc3cccs3)c2C)c1	29.1µM*	5.2%	7.1%
CCC1(CC)SCCNC1=O	-10.2%	1.9%	x
Cc1ccc(S(=O)(=O)N(CC(=O)Nc2cccnc2)c2ccc(Br)cc2)cc1	u	5.9%	u
Cc1ccc(-n2c(C)cc(-c3csc(N)n3)c2C)cc1	u	-1.4%	-19.7%
Brc1ccc2ncnc(NCc3ccccc3)c2c1	7.31µM*	-9.0%	-18.5%
Cc1nn2c(C)c(C(=O)N3CCN(c4ccc(Cl)cc4)CC3)cnc2c1-c1ccc(F)cc1	1.9%	-10.2%	x
O=C(c1ccc2nc(Cc3cccc(Cl)c3)oc2c1)N1CCOCC1	-24.8%	3.6%	5.6%
O=S(=O)(c1ccccc1)N1c2cc(Cl)ccc2Oc2nc3ccccc3nc21	u	-15.5%	4.2%
O=C(COc1ccc(Cl)cc1Cl)Nc1nc2n(n1)C(c1ccccc1)CC(=O)N2 (stereo unspecified)	-20.1%	1.5%	6.9%
O=C(NNC(=O)c1cccs1)c1ccc(Br)o1	-0.1%	-5.4%	-6.1%
COC(=O)c1cn(NC(=O)C2CCC(C)CC2)c(=O)c2ccccc12 (stereo unspecified)	-23.7%	-7.1%	-10.5%
CC(C)C(=O)Nc1ccc(C(=O)NNC(=S)NC(=O)c2cccs2)cc1	u	-2.4%	-6.2%
CCCNC(=O)C(Cc1ccccc1C)NC(=O)c1ccc(C#N)cc1 (stereo unspecified)	-19.0%	-0.1%	x
CCOc1ccc(CCNC(=O)c2cc(-c3ccccc3)c(N3CCOCC3)s2)cc1	u	9.8%	x
Cc1ccc(CN2CC(C(=O)Nc3nnc(SCc4c(Cl)cccc4Cl)s3)CC2=O)cc1 (stereo unspecified)	-19.4%	-15.6%	-4.5%
COc1ccc(C2N3CC4(C)CN2CC(C)(C3)C4O)cc1OC (stereo unspecified)	4.2%	1.1%	7.0%
Cc1cccc(C)c1NC(=O)CNC(=O)c1ccc(N2CCCC2=O)cc1	12.5%	-11.3%	x
COc1ccc(-c2nnc(SCC(=O)Nc3cccc(Cl)c3C)nc2-c2ccc(OC)cc2)cc1	u	-8.0%	x
COc1ccc(CN2C(=O)N(c3ccc(OC)cc3)C(=O)C2CC(=O)Nc2ccccc2)cc1 (stereo unspecified)	-14.5%	-8.6%	0.9%
CC(C)c1nc2oc3c(NCCO)ncnc3c2c2c1COC(C)(C)C2	-28.6%	0.3%	-19.5%
CSc1ncc(Cl)c(C(=O)Nc2cccc3ccccc23)n1	u	12.8%	0.1%
COc1ccc(C2(C)CC(C)(C)Nc3ccccc32)cc1 (stereo unspecified)	-15.2%	-0.2%	1.5%
O=C(NS(=O)(=O)Oc1ccc(Cl)cc1)OC[C@@H]1CCCN2CCCC[C@H]12	8.0%	-0.1%	0.3%
COCCCNC(=O)c1ccc(C(=O)NCCCOC)cc1	-6.8%	7.4%	6.0%
O=C(CN1CCN(C(=O)c2ccco2)CC1)Nc1cccc(S(=O)(=O)N2CCCC2)c1	-8.9%	-2.3%	x
CCOc1ccc(-n2c(SCC(=O)NC(C)CC)nc3n[nH]c(C)c3c2=N)cc1 (stereo unspecified)	u	-1.7%	5.6%
CC[C@H](/C=C/[C@@H](C)[C@H]1CC[C@H]2C3CC=C4C[C@@H](O)CC[C@]4(C)C3CC[C@]12C)C(C)C (stereo partly specified)	1.7%	x	-5.4%
CC1CCN(S(=O)(=O)c2ccc(C(=O)N3CCCC(C(F)(F)F)C3)cc2)CC1 (stereo unspecified)	18.4µM*	-9.1%	-7.3%
CSC1=C(C#N)C(c2ccc(C)s2)CC(=O)N1 (stereo unspecified)	-16.2%	9.1%	-8.2%
COc1ccc(-c2ccc(-c3nc4c(c(=O)[nH]c(=O)n4Cc4ccccc4)n3C)o2)c([N+](=O)[O-])c1	u	3.9%	-1.3%
CCc1nnc(NC(=O)c2ccc3ncsc3c2)s1	2.4%	-9.5%	1.1%
COc1ccc(-n2c(C)cc(/C=C3/SC(=S)N(C)C3=O)c2C)cc1	20.6µM*	-1.7%	-3.4%
Cc1[nH]c(=O)c(C(=O)c2cc(Cl)ccc2O)cc1C(=O)O	-25.6%	6.7%	-1.6%
O=C(c1ccco1)N1CCN(C2=NS(=O)(=O)c3ccccc32)CC1	13.7%	-1.5%	-1.8%
COc1cc(OC)cc(C(=O)N[C@H](C(=O)NC2CCCc3ccccc32)C(C)C)c1 (stereo partly specified)	u	11.2%	x
Cc1ccc(CNS(=O)(=O)c2ccc3[nH]c4c(c3c2)CCCCC4)cc1	u	-5.9%	x
O=C(/C=C/Sc1ccccc1)c1ccc(Cl)cc1	u	-4.4%	7.3%
CSc1ccc(CN(C)C(=O)COc2ccc(C(=O)c3ccccc3)cc2)cc1	u	6.4%	-5.0%
CCCn1c(=O)c2ccccc2n2c(SCc3cc(=O)oc4ccc5ccccc5c34)nnc12	-17.9%	0.9%	6.0%
CC(C)NC(=O)COc1ccc(OCc2ccccc2)cc1	u	11.1%	-11.7%
COc1ccccc1CCC(=O)Nc1ccc(S(=O)(=O)Nc2nccs2)cc1	1.9%	5.8%	-5.0%
Cc1ccc(S(=O)(=O)c2nc(NCCCn3ccnc3)sc2Cl)cc1	u	1.0%	0.6%
COc1cc(/C=N/NC(=O)CSc2n[nH]c(=O)[nH]c2=O)cc(OC)c1O	18.1%	3.9%	-5.4%
O=C1C=C(c2ccc(C(=O)O)cc2)C[C@@H](c2ccc(F)cc2)C1	-29.1%	17.5%	x
CC(C)COCC1CC2(CC(C)(c3csc(N)n3)OC2=O)C(=O)O1 (stereo unspecified)	-15.8%	-1.0%	3.0%
O=C1CCCN1C(=O)COc1cc(F)ccc1[N+](=O)[O-]	0.9%	3.7%	x
O=C(NCc1csc(-c2cccs2)n1)c1cccc(Cl)c1	-15.0%	-9.1%	-11.5%
CCOC(=O)C1CCN(S(=O)(=O)c2cccc(-c3cn4cccnc4n3)c2)CC1	u	4.3%	5.3%
Cc1cc(-c2ccccc2)n2nc(C)c(-c3ccccc3)c2n1	-13.9%	-6.5%	-6.9%
CCNc1nc(NCC)n2c(SCC(=O)Nc3ccc(F)cc3)nnc2n1	0.4%	0.2%	-25.4%
O=C(NCCCCc1ccccc1)C12CN(Cc3ccccc3)CC1C(c1ccc([N+](=O)[O-])cc1)=NO2 (stereo unspecified)	u	4.0%	10µM*
CC[C@]1(O)C[C@H]2CN(CCc3c([nH]c4ccccc34)[C@@](C(=O)OC)(c3cc4c(cc3OC)N(C=O)[C@H]3[C@@](O)(C(=O)OC)[C@H](OC(C)=O)[C@]5(CC)C=CCN6CC[C@]43[C@@H]65)C2)C1	0.237µM*	-7.2%	x
O=C(Cc1cc(=O)oc2cc(O)ccc12)NC(Cc1ccc(Cl)cc1)C(=O)O (stereo unspecified)	-41.8%	-6.3%	u

The list continues.
SMILES	TDP1 cell CPT	FEN1 inh	N370S GC mod
O=C(CNc1ccc2c(c1)OCO2)N/N=C\c1cn(Cc2ccccc2)c2ccccc12	18.4µM*	0.9%	14.5%
CCOC(=O)c1c(NC(=O)CSc2nccc(=O)[nH]2)sc(C)c1C	-10.7%	-10.0%	-3.8%
Cc1cccnc1NC(=O)c1ccc(NS(=O)(=O)/C=C/c2ccccc2)cc1	-21.7%	0.3%	-3.2%
C=CCn1c(C)nnc1SCC(=O)c1c(N)n(C2CC2)c(=O)[nH]c1=O	7.2%	-7.9%	4.1%
CCc1ccccc1NC(=O)CNC(=O)c1n[nH]c(=O)c2ccccc12	-22.5%	18.4%	x
CCOC(=O)N1CCN(Cc2nc(N)nc(Nc3ccc(OC)cc3)n2)CC1	-0.9%	-15.9%	5.4%
CCc1ccc(-c2nc(CS(=O)CC(=O)NC3CCCCCC3)c(C)o2)cc1 (stereo unspecified)	-20.9%	-2.7%	15.2%
Cc1ncc([N+](=O)[O-])n1Cc1ccccc1	-10.2%	-3.7%	0.1%
CCOC(=O)C(Sc1nnc2c3ccccc3n(CC)c2n1)C(=O)OCC	-17.3%	-9.1%	15.0%
COc1cccc(CNC(=O)CNC(=O)c2cccs2)c1	15.0%	-3.1%	3.7%
COc1ccccc1-c1cc(C(=O)NCc2ccco2)no1	-2.6%	-19.5%	-26.9%
COC(=O)Cc1cc(=O)n2[nH]c(C)nc2n1	-12.8%	-2.0%	1.2%
CCCc1nnc(NC(=O)CCC(=O)O)s1	-8.0%	-0.9%	10.4%
COC(=O)[C@H](C(C)C)N(Cc1ccccc1)S(=O)(=O)CCN1CCCC1	u	18.7%	x
Cc1ccc(NC(=S)N(CCN(C)C)C(C)c2cccnc2)cc1 (stereo unspecified)	4.6%	-8.3%	-26.2%
Clc1c(Cl)c(Cl)c2n[nH]nc2c1Cl	-22.2%	7.2%	13.4%
O=C(CCOc1ccccc1)N(Cc1cccnc1)c1nc2ccc(F)cc2s1	u	-0.7%	x
Cc1cccc2sc(NC(=O)CN3C(=O)NC4(CCCC4)C3=O)nc12	u	7.3%	-19.5%
O=Cc1cc(-c2ccccc2)[nH]c1-c1ccccc1	21.9%	22.2%	-1.9%
CCOc1ccc(C(C)=O)cc1CN1C(=O)c2ccccc2S1(=O)=O	21.6%	12.1%	-9.9%
CC1(C)CC(=O)C(C=NCCCN2CCCC2=O)=C(O)C1	-2.7%	-2.6%	-6.0%
O=C(CNC(=S)N(CCCN1CCOCC1)Cc1cccs1)N1CCOCC1	4.7%	2.2%	0.6%
Cn1c(=O)c2cc(C(=O)N3CCN(c4ccc(Cl)cc4)CC3)sc2c2ccccc21	u	10.6%	x
COc1ccc(NC(=O)CCC2COc3ccccc3O2)c(OC)c1 (stereo unspecified)	8.5%	-0.5%	7.1%

Arranged by heavy-atom count (low to high): some entries from above.
SMILES	TDP1 cell CPT	FEN1 inh	N370S GC mod
COc1ccc(C2(C)CC(C)(C)Nc3ccccc32)cc1 (stereo unspecified)	-15.2%	-0.2%	1.5%
COC(=O)c1cn(NC(=O)C2CCC(C)CC2)c(=O)c2ccccc12 (stereo unspecified)	-23.7%	-7.1%	-10.5%
O=C(CNc1ccc2c(c1)OCO2)N/N=C\c1cn(Cc2ccccc2)c2ccccc12	18.4µM*	0.9%	14.5%

Further compounds.
SMILES	TDP1 cell CPT	FEN1 inh	N370S GC mod
COc1cccc(NC(=O)CSc2nc3ccccc3c(=O)n2CCCC(=O)NCCCN2CCOCC2)c1	0.6%	-1.7%	u
CCOC(=O)c1sc2nc(CSc3ccccc3Cl)[nH]c(=O)c2c1C	u	3.0%	-1.4%
Cc1cc(=O)oc(C)c1C(=O)NCCN1CCOCC1	2.4%	-4.4%	-3.9%
CCOCc1cc(CN2CCC(CCC(=O)NC3CC3)CC2)ccc1OC	12.7%	18.5%	1.0%
O=C(NCc1ccc(F)cc1)c1ccc(Cn2c(SCc3ccc(F)cc3)nc3cccnc32)cc1	u	-14.4%	x
O=C(Nc1ccncc1)c1ccc2c(c1)C(=O)N(C1CCCCC1)C2=O	18.4µM*	-1.6%	8.6%
CCCNC(=O)Cc1c(C)n(C(=O)c2ccc(Cl)cc2)c2ccc(OC)cc12	20.6µM*	15.3%	-0.8%
O=C(CNC(=O)c1ccco1)N=Nc1c(O)[nH]c2ccc([N+](=O)[O-])cc12	19.7%	-15.6%	5.2%
CCOc1ccc(Nc2cc(=O)[nH]c(=O)[nH]2)cc1	-2.7%	4.1%	1.1%
COc1ccnc(N2CCN(c3ccccc3)CC2)c1C#N	u	-8.1%	8.9%
COc1ccccc1NC(=O)Cn1c(CN2CCCCC2)nc2ccccc2c1=O	u	-11.9%	-28.9%
Cc1ccc2nc(Nc3ccc(C)c(Cl)c3)c3nncn3c2c1	u	-3.6%	4.6%
Cc1ccc(C)c(OC2=NS(=O)(=O)c3ccccc32)c1	18.4µM*	-9.7%	-2.5%
COc1cc(Cl)cc(C(c2c(C(=O)O)[nH]c3ccccc23)c2c(C(=O)O)[nH]c3ccccc23)c1O	-14.3%	-7.9%	-11.7%
O=C(NCc1nc2ccccc2[nH]1)C1=C[C@@H](C2CCCCC2)C[C@@H](OCc2ccc(CO)cc2)O1	u	-0.4%	u
COc1cc2nc(CC(O)c3nc4cc(OC)c(OC)cc4[nH]3)[nH]c2cc1OC (stereo unspecified)	7.08µM*	u	x
CC(=O)c1ccc(NC(=O)CSc2nccn2C2CCCC2)cc1	u	5.5%	x
N#CC1(Cc2ccc(Cl)cc2)c2ccccc2C=CN1C(=O)c1ccccc1 (stereo unspecified)	u	-16.7%	-15.7%

Only part of the results is shown; count on the stated rates, not on these rows.
